From PubChem BioAssay
C diff growth – C. difficile growth inhibitors, primary screen, HTS; Clostridium difficile clinical isolate growth, OD600, 24 h; stronger effect = lower value; growth activity, negative = inhibition, % at 16 µg/mL (by protocol); 0.25% of 86,000 active; AID 1259249, 2017;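 active = mean growth activity at or below -80% and every replicate also at or below -80%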;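 note: 0% = DMSO wells and -100% = levofloxacin 16 µg/mL wells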
Pf Dd2 inh – P. falciparum Dd2 growth inhibitors, primary screen, SYBR Green fluorescence, single dose replicates; 2.3% of 94,000 active; 72 h; stronger effect = lower value; AID 1159554, 2015; activity change, % at 10 µM; in the data active = activity change below about -80%
Tcruzi prolif – T. cruzi intracellular proliferation inhibitors, primary screen, cell-based, beta-gal Tulahuen parasites, NIH3T3 host, luminescence. T. cruzi beta-gal in NIH3T3, GalScreen luminescence, 90 h. inhibition, % at 8.34 µM. 5.9% of 77,000 active;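 active = mean inhibition above about 93%, with at least 55% of replicates each passing it, limit read from the data, passing the limit was not always enough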
KDM4C inh – inhibitors of GASC-1 (KDM4C) histone demethylase, primary screen, biochemical, single concentration HTS | 0.15% of 96,000 active | Lysine-specific demethylase 4C (Homo sapiens), Q9H3R0 | inhibition, % at 12.5 µM | GST-KDM4C 2-372, H3K9me3 peptide, LANCE TR-FRET | AID 720574, 2013;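 active = mean replicate inhibition above about 25%, with at least 55% of replicates also reaching it, limit read from the data, passing the limit was not always enough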
Target sequence (Q9H3R0 2-372 limits assumed): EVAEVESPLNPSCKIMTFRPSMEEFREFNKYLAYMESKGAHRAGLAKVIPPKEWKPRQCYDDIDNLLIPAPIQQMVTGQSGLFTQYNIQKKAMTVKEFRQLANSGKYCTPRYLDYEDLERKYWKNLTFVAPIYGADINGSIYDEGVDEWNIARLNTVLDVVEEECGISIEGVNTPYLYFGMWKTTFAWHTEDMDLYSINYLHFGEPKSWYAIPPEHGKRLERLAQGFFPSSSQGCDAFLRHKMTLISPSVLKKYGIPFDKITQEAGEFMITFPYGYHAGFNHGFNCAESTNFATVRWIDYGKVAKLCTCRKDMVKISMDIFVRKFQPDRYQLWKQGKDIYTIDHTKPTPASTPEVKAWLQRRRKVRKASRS
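System: N-terminal GST-fused human GASC-1 (KDM4C) fragment, residues 2-372 / Amount: 10 nM GST-KDM4C in enzyme reaction / Also added: H3K9me3 peptide with Fe(II)/2OG / Times: 30 min demethylation and 1 h detection at room temperature / Signal: LANCE TR-FRET / Read-out basis: Fall in 671/618 emission ratio as inhibition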
* marks the source's active call; other numbers are inactive results; · = no result given; & = joins results of further samples.

SMILES	C diff growth	Pf Dd2 inh	Tcruzi prolif	KDM4C inh
COc1cccc(S(=O)(=O)N(C)C[C@H]2Oc3ncc(C#CC(C)C)cc3C(=O)N([C@H](C)CO)C[C@H]2C)c1	-4	-20	74	0.9
CNC[C@H]1Oc2ccc(NC(=O)CCC(F)(F)F)cc2C(=O)N([C@@H](C)CO)C[C@H]1C	1	-6	-8	4.4
CCCNC(=O)Nc1ccc2c(c1)C(=O)N(C)[C@H]1CC[C@H](CC(=O)NCC3CCCCC3)O[C@H]1CO2	2	-6	29	2.2
CN(C)C(=O)C[C@@H]1CC[C@@H]2[C@H](COC[C@@H](O)CN2Cc2nccs2)O1	6&2	27	60	-1.1
CO[C@@H]1CC[C@H]2CCOc3ccc(C#N)cc3C(=O)N(C)CCCC(=O)N(C)C[C@@H]1O2	0	·	5	-1.0
C/C=C/c1ccc2c(c1)O[C@@H](CN(C)CC1CCOCC1)[C@H](C)CN([C@@H](C)CO)S2(=O)=O	-4	-19	·	1.4
COc1ccc(-c2ccc([C@@H]3[C@H]4CN(C(=O)C5CC5)CC(=O)N4[C@H]3CO)cc2)cc1	-3	-33	·	0.2
COC(=O)C[C@@H]1CC[C@@H]2[C@@H](COc3ccc(NC(=O)Nc4ccc(C)cc4)cc3C(=O)N2C)O1	-4	-3	19	3.7
CN1C(=O)c2cc(NC(=O)Nc3ccccc3F)ccc2OC[C@@H]2O[C@@H](CC(=O)NCc3ccc(-c4ccccc4)cc3)CC[C@@H]21	1	-30	26	0.2
C[C@H]1CCCCO[C@@H](CN(C)C(=O)Nc2ccc3c(c2)OCO3)[C@@H](C)CN([C@@H](C)CO)C(=O)c2cc(NC(=O)Nc3ccc(C(F)(F)F)cc3)ccc2O1	6	-59	82	-2.4
C[C@H](CO)N1C[C@H](C)[C@H](CN(C)S(=O)(=O)c2ccc(Cl)cc2)Oc2ccc(NC(=O)C3CCCCC3)cc2CC1=O	3	-31	38	0.6
CC(C)CC#Cc1ccc([C@@H]2[C@H]3CN(S(=O)(=O)c4ccc(F)cc4)CCCCN3[C@H]2CO)cc1	4	-29	66	0.9
C[C@@H]1CCCCO[C@@H](CN(C)S(=O)(=O)c2cccs2)[C@H](C)CN([C@@H](C)CO)C(=O)c2cc(NS(=O)(=O)c3cn(C)cn3)ccc2O1	3	-9	·	0.2
CO[C@H]1CN(C)C(=O)c2cc(NC(=O)C3CCC3)ccc2OC[C@@H](C)N(Cc2ccncc2)C[C@H]1C	5	-6	4	0.0
CC=Cc1ccc2n(c1=O)C[C@H]1[C@H](CO)[C@@H](C(=O)NCCOC)[C@@H]2N1Cc1ccccc1 (mixture of isomers)	-2	8	0	-0.2
Cc1noc(C)c1NC(=O)N(C)C[C@@H]1Oc2c(NS(=O)(=O)c3c(C)noc3C)cccc2C(=O)N([C@@H](C)CO)C[C@@H]1C	0	28	16	2.5
CO[C@@H]1CN(C)C(=O)c2cc(NC(C)=O)ccc2OC[C@H](C)N(Cc2ccccc2F)C[C@@H]1C	·	-5	-27	0.8
COc1ccc(S(=O)(=O)N[C@@H]2C=C[C@H](CC(=O)NCCc3ccccc3)O[C@H]2CO)cc1	0	-17	27	-0.7
C[C@H](CO)N1C[C@H](C)[C@@H](CN(C)S(=O)(=O)c2ccc(F)cc2)Oc2c(NS(C)(=O)=O)cccc2C1=O	-5	13	-206	·
CC=Cc1ccc2n(c1=O)C[C@@H]1[C@@H](CO)[C@H](C(=O)N3CCc4ccccc4C3)N(C(=O)C3CC3)[C@H]21 (mixture of isomers)	12	·	107*	-0.2
Cc1cc(C(=O)Nc2cccc3c2O[C@H](CN(C)C(=O)Nc2ccccc2)[C@@H](C)CN([C@H](C)CO)C3=O)n(C)n1	-1	2	18	-2.6
C[C@H](CO)N1C[C@H](C)[C@H](CN(C)Cc2ccc(C(=O)O)cc2)Oc2cc(C#CCC3CCCC3)ccc2S1(=O)=O	9	-22	5	8.6
C[C@@H]1CN([C@@H](C)CO)C(=O)c2cc(NC(=O)Cc3cn(C)c4ccccc34)ccc2O[C@@H]1CN(C)Cc1ccc(Oc2ccccc2)cc1	6	-15	93*	16
C[C@H](CO)N1C[C@H](C)[C@H](CN(C)CC2CC2)Oc2cc(C#Cc3cccc(F)c3)ccc2S1(=O)=O	3	-44	·	-1.3
C[C@@H]1CN([C@H](C)CO)C(=O)Cc2cc(NC(=O)NC3CCCCC3)ccc2O[C@@H]1CN(C)C	11&-3	1	·	7.8
CCCNC(=O)Nc1ccc2c(c1)OC[C@H](C)N(C(=O)C1CCOCC1)C[C@@H](C)[C@@H](OC)CN(C)C2=O	·	15	24	1.6
CCCN1[C@@H]2c3ccc(C4=CCCC4)c(=O)n3C[C@@H]2[C@@H](CO)[C@@H]1C(=O)OC	2	-2	48	13
C[C@@H]1CN([C@@H](C)CO)C(=O)c2cccc(NC(=O)C3CCOCC3)c2O[C@@H]1CN(C)C(=O)Nc1cccc2ccccc12	3	-7	100*	-1.0
C[C@H](NC(=O)C[C@H]1CC[C@@H]2[C@H](COC[C@H](O)CN2C)O1)c1ccccc1	5&-6	33	12	0.2
COc1ccc(S(=O)(=O)Nc2ccc3c(c2)CC(=O)N([C@@H](C)CO)C[C@H](C)[C@H](CN(C)C(=O)Nc2ccc4c(c2)OCO4)O3)cc1	-3	2	31	0.3
C[C@@H](O)C#Cc1cnc2c(c1)C(=O)N([C@@H](C)CO)C[C@H](C)[C@@H](CN(C)C(=O)c1ccc(F)cc1)O2	-2	5	·	2.4
C[C@@H]1CN([C@H](C)CO)C(=O)CCCn2nncc2CO[C@@H]1CN(C)Cc1ccc(-c2ccccc2)cc1	·	-39	83	1.2
C[C@H]1CN([C@@H](C)CO)C(=O)Cc2cc(NS(=O)(=O)c3cccs3)ccc2O[C@H]1CN(C)S(C)(=O)=O	-7	15	-21	1.2
C[C@@H]1CN([C@H](C)CO)C(=O)c2cccc(NS(=O)(=O)c3ccccc3)c2O[C@@H]1CN(C)C(=O)NC1CCCCC1	-6	1	38	3.5
CCN(C[C@H]1[C@H](c2ccc(-c3cccnc3)cc2)[C@@H](CO)N1C(C)=O)C(C)=O	-4	3	-15	4.5
O=C(N[C@@H]1CC[C@@H](CCNS(=O)(=O)c2ccc(F)cc2)O[C@@H]1CO)C1CCCC1	0	13	·	-1.7
CC(C)NC(=O)N(C)C[C@H]1Oc2ccc(NS(=O)(=O)c3ccc(F)cc3)cc2CC(=O)N([C@@H](C)CO)C[C@H]1C	4	1	62	-1.1
Cc1noc(C)c1NC(=O)Nc1ccc2c(c1)C(=O)N([C@H](C)CO)C[C@@H](C)[C@@H](CN(C)S(=O)(=O)c1ccccc1)O2	-2	-12	-43	1.7
C[C@H](CO)N1C[C@H](C)[C@H](CN(C)Cc2ccc3c(c2)OCO3)Oc2c(NC(=O)c3ccc(-c4nccs4)cc3)cccc2C1=O	-3	-40	-46	-2.3
CCCNC(=O)C[C@@H]1CC[C@H]2[C@@H](COC[C@H](O)CN2CC2CCCCC2)O1	3&2	-9	·	-0.7
CN1C(=O)c2cc(NC(=O)c3ccccc3)ccc2OC[C@H]2O[C@H](CC(=O)O)CC[C@@H]21	2	-9	-11	-1.6
C[C@@H]1CN([C@@H](C)CO)C(=O)Cc2cc(NC(=O)Nc3ccc(C(F)(F)F)cc3)ccc2O[C@@H]1CN(C)C(=O)Nc1cccc2ccccc12	12	-57	26	-0.9
CN1c2ccc(C#Cc3cccnc3)cc2[C@@H]2[C@@H](CCN2C(=O)Cc2cccnc2)[C@@H]1CO	5	14	36	4.3
CO[C@@H]1CN(C)C(=O)c2cc(NC(=O)c3ccc(F)cc3)ccc2OC[C@H](C)N(C(=O)CN(C)C)C[C@@H]1C	3	-9	-39	0.4
O=C(C1CCCC1)N1CC(=O)N2[C@H](CO)[C@@H](c3ccc(-c4ccccc4F)cc3)[C@H]2C1	-3	-35	·	-0.6
O=C(Nc1cccc(F)c1)N1CCCCN2[C@H](CO)[C@@H](c3ccc(C#Cc4cccnc4)cc3)[C@@H]2C1	9	-28	105*	-1.7
CN1CCN(C(=O)C[C@H]2CC[C@H]3[C@H](COc4ccc(NC(=O)C5CC5)cc4C(=O)N3C)O2)CC1	1	-1	14	0.2
COc1ccccc1NC(=O)N1C[C@@H]2[C@H](c3ccccc31)[C@@H](CO)N2C(=O)c1ccccc1	-11	-1	24	-2.0
CS(=O)(=O)N1C[C@H](O)COC[C@H]2O[C@@H](CC(=O)NCc3ccccc3)CC[C@@H]21	0&-5	-21	46	2.6
C[C@@H]1CN([C@H](C)CO)S(=O)(=O)c2ccc(C3=CCCC3)cc2O[C@@H]1CN(C)S(C)(=O)=O	·	13	21	2.0
CN1C(=O)c2cc(NC(=O)C3CCCC3)ccc2OC[C@H]2O[C@H](CC(=O)NCC(F)(F)F)CC[C@@H]21	0	2	-75	-0.9
C[C@@H]1CN([C@H](C)CO)C(=O)c2cc(C#CCN(C)C)cnc2O[C@H]1CN(C)Cc1ccccc1	-1	-8	-113	·
COc1ccc(-c2ccc([C@H]3[C@@H](CO)N(C(=O)C4CCC4)[C@H]3C#N)cc2)cc1	3	30	67	1.3
CCC(=O)N(C)C[C@H]1Oc2cc(-c3ccc(F)cc3)ccc2S(=O)(=O)N([C@@H](C)CO)C[C@H]1C	-5	-8	74	-0.7
C[C@H](CO)N1C[C@H](C)[C@H](CN(C)C(=O)Nc2ccc(C(F)(F)F)cc2)OCCCC[C@H](C)Oc2ccc(NC(=O)CCC(F)(F)F)cc2C1=O	-3	-2	102	4.2
O=C(CCN1CCCCC1)NCC[C@H]1CC[C@@H](NC(=O)C2CCCC2)[C@@H](CO)O1	-6	8	4	0.3
C[C@H]1CN([C@@H](C)CO)C(=O)c2cc(C#CCN(C)C)cnc2O[C@H]1CN(C)C(=O)CCN1CCCCC1	·	31	-40	7.1
O=C(C1CCCC1)N1[C@H](CO)[C@H]2c3ccccc3N(S(=O)(=O)c3ccc(F)cc3)C[C@H]21	-5	-55	45	-2.3
C[C@H](CO)N1C[C@H](C)[C@@H](CN(C)S(=O)(=O)c2ccc(Cl)cc2)Oc2ccc(NS(=O)(=O)c3ccc(F)cc3)cc2C1=O	-10	-56	55	-0.8
COc1ccc(S(=O)(=O)Nc2ccc3c(c2)C(=O)N([C@H](C)CO)C[C@@H](C)[C@H](CN(C)S(=O)(=O)c2ccc(OC)cc2)O3)cc1	6	-18	-3	2.0

Ordered by the number under KDM4C inh (lowest first): 5 from the list above
Compound | KDM4C inh
CN1C(=O)c2cc(NC(=O)c3ccccc3)ccc2OC[C@H]2O[C@H](CC(=O)O)CC[C@@H]21 | -1.6
COc1ccc(-c2ccc([C@H]3[C@@H](CO)N(C(=O)C4CCC4)[C@H]3C#N)cc2)cc1 | 1.3
COc1ccc(S(=O)(=O)Nc2ccc3c(c2)C(=O)N([C@H](C)CO)C[C@@H](C)[C@H](CN(C)S(=O)(=O)c2ccc(OC)cc2)O3)cc1 | 2.0
CS(=O)(=O)N1C[C@H](O)COC[C@H]2O[C@@H](CC(=O)NCc3ccccc3)CC[C@@H]21 | 2.6
C[C@H](CO)N1C[C@H](C)[C@H](CN(C)C(=O)Nc2ccc(C(F)(F)F)cc2)OCCCC[C@H](C)Oc2ccc(NC(=O)CCC(F)(F)F)cc2C1=O | 4.2

Returning to the listing; the 2 compounds before the break are reprinted first.
SMILES	C diff growth	Pf Dd2 inh	Tcruzi prolif	KDM4C inh
C[C@H](CO)N1C[C@H](C)[C@@H](CN(C)S(=O)(=O)c2ccc(Cl)cc2)Oc2ccc(NS(=O)(=O)c3ccc(F)cc3)cc2C1=O	-10	-56	55	-0.8
COc1ccc(S(=O)(=O)Nc2ccc3c(c2)C(=O)N([C@H](C)CO)C[C@@H](C)[C@H](CN(C)S(=O)(=O)c2ccc(OC)cc2)O3)cc1	6	-18	-3	2.0
C[C@@H]1CN([C@@H](C)CO)C(=O)c2cc(NC(=O)CCC(F)(F)F)ccc2O[C@@H](C)CCCCO[C@H]1CN(C)C(=O)CCCN(C)C	-3	32	41	1.7
O=C(C[C@@H]1C[C@H]2c3cc(NC(=O)Nc4ccccc4)ccc3O[C@H]2[C@H](CO)O1)NCC(F)(F)F	-8	-2	4	4.5
C[C@@H]1CN([C@@H](C)CO)C(=O)c2cc(NC(=O)c3ccncc3)ccc2O[C@@H]1CN(C)Cc1ccc(C(F)(F)F)cc1	3	-15	30	0.0
C[C@@H]1CN([C@@H](C)CO)S(=O)(=O)c2ccc(-c3ccccc3)cc2O[C@H]1CN(C)C	0	-1	·	2.4
Cc1noc(C)c1NC(=O)N(C)C[C@H]1Oc2cc(C#CCC(C)C)ccc2S(=O)(=O)N([C@H](C)CO)C[C@@H]1C	2	-23	50	-1.3
CCC(=O)N(C)C[C@@H]1Oc2cc(C#CC(C)C)ccc2S(=O)(=O)N([C@@H](C)CO)C[C@H]1C	-5	-29	23	1.4
